Lipid storage S3: qHTS Assay for Lipid Storage Modulators in Drosophila S3 Cells; Drosophila S3 cells, BODIPY lipid droplet fluorescence, 18-24 h; cells fed with added oleic acid; lipid storage change, negative = inhibition, % at the top dose, mostly 46.1 µM; hits show Potency in µM; 0.64% of 320,000 active; AID 2685, 2010; active means well fitted inhibition curve with a large enough effect in the signal ratio, with a control signal flat, not every such curve was filed as active; inconclusive means small, poorly fitted or top-dose-only effect, or effect the other way, or a change in a side signal; the % refers to the signal ratio
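Drosophila S3 cells loaded with oleic acid (400 uM, as added) and compounds at several concentrations; lipid droplets imaged by 488-nm laser-scanning cytometry, 500–530 nm intensity and object ratio to cell channel. Percent activity normalized to 20 uM Triacsin C.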
Lipid storage S3 cell count max: second read-out of Lipid storage S3, no call of its own (marks repeat the call); cell number change, %; measured here: cell count max response;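 cells counted by Cell Tracker Red CMTPX staining in the red channel; peak over a dose series mostly up to 46.1 µM; percent activity relative to internal control wells on each plate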
* marks the source's active call; other numbers are inactive results; i = inactive; ? = inconclusive; / = no result given; [ ] = dose if it differs, or a comment. On the % scale 0 is the no-effect control and ±100 the full control effect; potency means the concentration at half of the fitted maximal effect.

smiles	Lipid storage S3	Lipid storage S3 cell count max
CC1CCCCN1S(=O)(=O)c1cccc2cccnc12 (stereo not drawn)	?	/
CC(=O)C1C(c2ccc(Br)cc2)c2c(noc2C)CC1(C)O (stereo not drawn)	-2%	3
COc1ccc2nc(C)cc(N3CCOCC3)c2c1	?	/
OC(CNCc1ccncc1)c1ccccc1 (stereo not drawn)	?	/
N#Cc1ccc(NC(=O)CSc2n[nH]c(=O)n2C2CC2)cc1	?	/
COc1ccccc1CNCC(=O)Nc1cc(S(=O)(=O)N2CCOCC2)ccc1Cl	1%	-15
O=C(/C=C/c1ccccc1)NC1CCSC1=O (stereo not drawn)	15%	14
CC(C)[C@H](NC(=O)c1ccccc1)C(=O)OCc1nc2scc(-c3ccccc3)c2c(=O)[nH]1	?	/
O=C(c1ccccc1)c1cccc(NC(=O)c2ccco2)c1	?	/
COc1ccccc1Nc1nc(N)nc(CSc2nncn2C)n1	?	/
CCCc1ccc(Oc2cc(NN3CCCCC3)c([N+](=O)[O-])cc2[N+](=O)[O-])cc1	?	/
CC(C)(C)C(=O)Cn1c(=O)n(-c2ccc(F)cc2F)c(=O)c2sccc21	1%	6
COc1ccc(S(=O)(=O)N2CCN(C)CC2)cc1	?	/
Cc1ccc(NC(=O)CS(=O)CC(=O)N2CCN(C3CCCC3)CC2)cc1 (stereo not drawn)	i	24
O=C(COc1ccc(Br)cc1Br)NC1CCS(=O)(=O)C1 (stereo not drawn)	i	/
Cc1ccc(C2=NN(C(=O)COc3ncnc4ccccc34)C(c3ccco3)C2)cc1 (stereo not drawn)	?	/
CN(NS(C)(=O)=O)c1ncc(C(F)(F)F)cc1Cl	?	/
COc1ccc2nc(NC3=NC(c4ccccc4)CC(=O)N3)nc(C)c2c1 (stereo not drawn)	24%	-4
CCOC(=O)c1c(NC(=O)c2nn(CC)cc2Br)c(C#N)cn1-c1ccccc1	i	/
Cc1ccnn1CC(=O)N/N=C/c1cn[nH]c1-c1ccc(F)cc1	16%	1
COc1ccc(CCNC(=O)CSc2nc(N)c3c(C)c(C)oc3n2)cc1OC	i	-19
CCOC(=O)c1sc2nc(CC(=O)OC)nc(N3CCN(c4ccccn4)CC3)c2c1C	?	/
CCCCn1c(=O)c(CCC(=O)OCC(=O)NC(C)c2ccccc2)nc2ccccc21 (stereo not drawn)	?	/
CC(C)(C)c1ccc(C(=O)NCCC(=O)Nc2cc(Cl)ccc2N2CCOCC2)cc1	?	/
O=C(Nc1cccc(C(F)(F)F)c1)c1ccc2nc(N3C(=O)CCC3=O)sc2c1	0%	11
O=C1COc2ccc(C(=O)COC(=O)C3CC(O)CN3S(=O)(=O)c3ccc(Cl)cc3)cc2N1 (stereo not drawn)	?	/
COc1ccc(/C=C/C2=NC(=C\N(C)C)/C(=O)O2)cc1	?	/
CC1CCCC(C)N1CCCNC(=O)Cn1ncc2c([nH]c3ccccc32)c1=O (stereo not drawn)	?	/
Cc1nc(NC(=O)Nc2ccc(Cl)cc2)sc1C	?	/
CCOc1ccc(S(=O)(=O)N2CCCC(C(=O)NCc3cccnc3)C2)cc1 (stereo not drawn)	17%	29
Cc1cc(Cl)ccc1OCC(=O)Nc1cccc(S(=O)(=O)N2CCCC2)c1	?	/
COC(=O)c1cccc(NC(=O)CSc2nnnn2C)c1	13%	-16
Cc1cc(C(=O)N/N=C/C=C/c2ccccc2[N+](=O)[O-])c(C)o1	?	/
CC1(C)C2CCC1(C)C(OC(=O)C[n+]1ccccc1)C2 (stereo not drawn)	?	/
Cc1ccc(C)c(SCC(=O)N(C)CC(=O)Nc2ccc(N3CCOCC3)cc2)c1	-4%	/
CCN=C1SC(CC(=O)NC(C)C)C(=O)N1CC (stereo not drawn)	?	/
Cc1ccc(NCC(=O)Nc2cccc(S(=O)(=O)N(C)C)c2)c(Cl)c1	11%	0
CN(Cc1nc2ccccc2c(=O)[nH]1)C(=O)c1ccccc1OCc1ccc(Cl)cc1	?	/
Fc1ccc(-c2nnc(NC3=NCCCCC3)o2)cc1	?	/
COCCn1c(SCC(=O)N2CCCc3ccccc32)nc2ccccc2c1=O	15%	/
COC(=O)CSc1ncnc2c1cnn2-c1ccc(C)cc1C	?	/
Cc1ccc(S(=O)(=O)N2CCCC(C(=O)NCCc3ccc(S(N)(=O)=O)cc3)C2)cc1 (stereo not drawn)	?	/
CC1=C(C(=O)Nc2ccccn2)C(c2ccccc2)n2ncnc2N1 (stereo not drawn)	-3%	19
Brc1cccc(OCCSc2ncccn2)c1	?	/
O=C(Nc1cccc(-c2nc3ncccc3o2)c1)c1sc2ccccc2c1Cl	?	/
Cc1cc(=O)oc(C)c1C(=O)NCCNC(=O)c1c(C)cc(=O)oc1C	?	/
COc1ccc(-c2csc(Nc3ccc(O)cc3)n2)cc1	?	/
COc1cc2cc(CCOC(=O)N3CCCCC3)oc(=O)c2cc1OC	?	/

Molecules from the list above that contain bromine (four):
smiles	Lipid storage S3	Lipid storage S3 cell count max
CC(=O)C1C(c2ccc(Br)cc2)c2c(noc2C)CC1(C)O (stereo not drawn)	-2%	3
O=C(COc1ccc(Br)cc1Br)NC1CCS(=O)(=O)C1 (stereo not drawn)	i	/
CCOC(=O)c1c(NC(=O)c2nn(CC)cc2Br)c(C#N)cn1-c1ccccc1	i	/
Brc1cccc(OCCSc2ncccn2)c1	?	/

Further structures follow:
smiles	Lipid storage S3	Lipid storage S3 cell count max
Nc1ccc(-c2nc3ccc(N)cc3[nH]2)cc1	?	/
CC(=O)Nc1cccc(NC(=O)CSc2ncc(C(=O)Nc3ccc(F)cc3)c(=O)n2C)c1	?	/
CSc1nc(O)cc(=O)n1-c1ccc(F)cc1	?	/
CCSc1nnc(NC(=O)c2ccco2)s1	?	/
COc1cc(Cl)cc(/C=C/c2ccc3ccccc3n2)c1OC(C)=O	?	/
S=C(c1nc2ccccc2[nH]1)N1CCOCC1	0%	-2
COc1ccc(C(=O)Nc2nc3cc4c(cc3s2)OCCO4)c(OC)c1	-11%	-11
CCOC(=O)c1cc2c(=O)[nH]c(C(Cl)(Cl)Cl)nc2o1	-4%	4
COc1ccc([N+](=O)[O-])cc1CSc1ccccn1	-6%	6
O=C(NC(=S)Nc1ccc(NC(=O)c2ccccc2)cc1)c1ccc(F)cc1	?	/
Cc1noc(C)c1COC(=O)c1cc2c(C)nn(-c3ccc(F)cc3)c2s1	?	/
Cc1cc(C)n2cnnc2n1	-19%	1
CCCC1=Nc2cc(C(=O)NCCCN3CCN(C)CC3)ccc2Sc2ccccc21	?	/
COc1ccccc1NS(=O)(=O)c1cc(NC(=O)c2cc3ccccc3oc2=O)ccc1C	?	/
Cn1c(C=O)c(C#Cc2ccccc2)c2ccccc21	?	/
COc1ccc(/C(C)=N/NC(=O)c2cc(-c3cccnc3)nc3ccccc23)cc1	?	/
O=c1c2ccccc2nc(-c2ccoc2)n1CCc1ccccc1	?	/
CC(C)N=C(N)N=C(N)Nc1ccc(Cl)cc1	?	/
Cc1ccc(NS(=O)(=O)c2cc(NC(=O)c3cc(=O)[nH]c(=O)[nH]3)ccc2Cl)c(C)c1	8%	0
O=C(NCc1cccnc1)Nc1ccccc1F	4%	-1
O=C(CN1CCCC1)NC(c1ccccc1)c1ccccc1	-26%	19
O=C(CSc1nc2ccccc2[nH]1)Nc1ccccc1N1CCOCC1	?	/
CCCC(=O)OCCn1c(Br)nc2c1c(=O)[nH]c(=O)n2C	0%	-12
CCOCc1nnc(NC(=O)CSc2ccc(C)cc2)s1	8%	6
CCCCCC(=O)Nc1ccc(C(=O)COC(=O)c2ccccn2)cc1	?	/
Cc1nc(N)sc1-c1csc(Nc2cccc(C(=O)O)c2)n1	?	/
Cc1cc(C)nc(NS(=O)(=O)c2ccc(NC(=O)Nc3ccccc3)cc2)n1	?	/
Cc1ccsc1CN1CCC(C(=O)NCc2ccccc2Cl)CC1	-24%	14
CCOCCCNC(=O)C(NC(=O)CNC(C)=O)c1ccc(Cl)cc1 (stereo not drawn)	13%	-1
Cc1cccc2c3nc4ccccc4nc3n(CCCN3C(=O)c4ccccc4C3=O)c12	?	/
Cc1c(CC(=O)N2CCC(C(=O)O)CC2)c(=O)oc2cc3c(cc12)CCC1(CCCCC1)O3	?	/
O=C(COC(=O)c1cc(=O)c2ccccc2o1)Nc1ccc2ccccc2c1	?	/
CC(C)C(NS(=O)(=O)c1ccc2c(c1)OCCO2)C(=O)NCCc1ccccn1 (stereo not drawn)	?	/
O=C(CN1CCN(c2ccccc2)CC1)Nc1ccccc1Cl	?	/
COC(=O)C1(c2ccccc2)NC(c2ccc(O)cc2)C2C(=O)N(c3ccc4c(c3)OCO4)C(=O)C21 (stereo not drawn)	?	/
O=C(CCN1C(=O)c2cccnc2C1=O)NC1CCCCCC1	?	/

Reprinted from the part before: five entries; new compounds follow.
smiles	Lipid storage S3	Lipid storage S3 cell count max
O=C(COC(=O)c1cc(=O)c2ccccc2o1)Nc1ccc2ccccc2c1	?	/
CC(C)C(NS(=O)(=O)c1ccc2c(c1)OCCO2)C(=O)NCCc1ccccn1 (stereo not drawn)	?	/
O=C(CN1CCN(c2ccccc2)CC1)Nc1ccccc1Cl	?	/
COC(=O)C1(c2ccccc2)NC(c2ccc(O)cc2)C2C(=O)N(c3ccc4c(c3)OCO4)C(=O)C21 (stereo not drawn)	?	/
O=C(CCN1C(=O)c2cccnc2C1=O)NC1CCCCCC1	?	/
O=C(NCCc1ccccc1)c1cccc2c1C(=O)N(C1CCCCC1)C2	?	/
C=CCSC1=C(C#N)C(c2cc(Br)c(O)c(OC)c2)CC(=O)N1 (stereo not drawn)	i	22
CCOC(=O)C1=C(Cc2ccc(Cl)cc2)C(=O)c2ccccc2C1=O	?	/
Cc1ccccc1NS(=O)(=O)c1ccc(C)c(NS(C)(=O)=O)c1C	?	/
CCC(=O)Nc1ccc(C(=O)N/N=C/c2cccnc2)cc1	i	-16
O=C(COC(=O)CCC1CCCC1)Nc1ccc(F)cc1Cl	?	/
CC(C)CC(OC(=O)c1ccco1)C(=O)NC1CCCC1 (stereo not drawn)	i	/
COC(=O)CN1C(=O)Nc2ccc(Br)cc2C1c1ccccc1Cl (stereo not drawn)	?	/
CCOC(=O)C1CCN(S(=O)(=O)c2c(C)n[nH]c2C)CC1	6%	/
COc1ccc(N2CCN(c3ccc(N)cc3C#N)CC2)cc1	?	/
Cc1cc(N2C(=O)C(O)=C(C(=O)c3ccco3)C2c2ccc(Cl)cc2)no1 (stereo not drawn)	?	/
COC(C[C@H](O)[C@@H](C)[C@@H](O)COCc1ccccc1)OC	-10%	3
COc1ccccc1OCC(=O)NNC(=O)c1ccc2c(=O)n3c(nc2c1)CCC3	i[0.369 µM]	-7
Cc1onc(-c2ccccc2)c1C(=O)Nc1ccc2c(C)cc(=O)oc2c1	?	/
O=C(COc1ccccc1)N=C1SC2CS(=O)(=O)CC2N1c1cccc(F)c1 (stereo not drawn)	i	21
O=C(NCc1nnc(SC/C=C/c2ccccc2)o1)c1ccco1	i	/
Cc1ccc(S(=O)(=O)N2CCC(=O)N(C(COCc3cccc(C)c3)C(C)C)CC2)cc1 (stereo not drawn)	?	/
Nc1cccc2nc3ccccc3cc12	?	/
Cc1ccc(C(=O)n2nc(-n3cccc3)c3c(C)cc(C)nc32)cc1	?	/
Cc1ccccc1NC(=O)Nc1ccccc1C(=O)NCc1ccccc1	14%	5
O=C1NCCN1Cc1ccccc1F	?	/
COc1ccc(NC(=O)CCCc2c[nH]c3ccccc23)cc1OC	-3%	4
CC[n+]1c(-c2ccc(C)cc2)csc1Nc1c(C)n(C)n(-c2ccccc2)c1=O	-1%	0
CN(C)/C=C(/C(=O)c1ccc(Cl)cc1)S(=O)(=O)c1ccccc1	?	/
Cc1ccc(SCCNC(=O)c2ccc([N+](=O)[O-])c(C)c2)cc1	?	/
OCCn1c(SC2CCCCC2)nc2ccccc21	?	/
Cc1nn2c(-c3ccncc3)ccnc2c1Cl	?	/
CCCN(CC(=O)Nc1ccccc1C)C(=O)c1ccc2c(c1)S(=O)(=O)N=C1CCCCCN12	15%	5
CC(=O)c1c(C)[nH]c(C(=O)NCCc2ccc(Cl)cc2)c1C	?	/
OCCCCNCc1ccc(OCc2ccc(Cl)cc2Cl)cc1	-3%	-23
Cc1nn(-c2ccccc2)c(C)c1/C=N/NC(=O)c1cnccn1	1%	5
Cc1ccc(C)c(NC(=O)CCN2CC(C)OC(C)C2)c1 (stereo not drawn)	12%	-6
O=C(CSCc1ccccc1)N/N=C/c1cc2c(cc1Br)OCO2	?	/

Source: PubChem (National Center for Advancing Translational Sciences (NCATS))

Only part of the results is shown; rates above refer to the full screens.
